High-throughput results (PubChem)
Myeloid diff MLP – induction of myeloid progenitor differentiation, primary screen, cell-based, flow cytometry, MLPCN library; actives 1% (n = 360,000); ER-HoxA9 myeloid progenitors, lysozyme-GFP differentiation; calls only at 10 µM;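 active = normalized GFP-positive differentiation at or above the plate's own cutoff, the solvent-only control mean plus 3 SD; inconclusive = no clear call, values can overlap the other calls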;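 note: cells exposed to compound for four days before flow analysis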
Myeloid diff MLP GFP+ MAC1+ % – recorded beside Myeloid diff MLP, whose call it bears; GFP+ MAC1+ double positive, %; measured here: differentiation confirmed by MAC1 staining
Starred values were filed as active, the others as inactive; i = inactive; ? = inconclusive; . = not tested or not shown; + = active, no number. Some of the compounds tested, so the mix of outcomes need not match the whole.

Screens in order: Myeloid diff MLP	Myeloid diff MLP GFP+ MAC1+ %
> COc1cc(OC)cc(-c2c(-c3ccc(F)cc3)c3cc(-c4ccc5[nH]ccc5c4)ccc3n2C)c1
    i	0.8
> CC(C)(C)OC(=O)NCCCCCNC(=O)c1nc[nH]c1C(=O)N1CCN(C(=O)OC(C)(C)C)CC1
    i	0.6
> O=C(C=Cc1cccs1)c1cccs1
    i	1.1
> CC1CN(Cc2nc3c(c(=O)n(C)c(=O)n3C)n2CCc2ccccc2)CC(C)O1 (configuration not stated)
    i	1.1
> CCCCC[C@@H](C)N1C[C@@H](COCc2ccccc2)Oc2cc(N3CCC[C@H]3COC)ccc2S1(=O)=O
    i	0.3
> CN(C)S(=O)(=O)NC(=O)C1=C(N2CCCC2)COC1=O
    i	0.7
> O=C(NC1CCCCC1)c1cccc2c1C(=O)c1ccc(N3CCC(Cc4ccccc4)CC3)cc1S2(=O)=O
    +	4.5*
> CCC[C@@H]1C=C(C(=O)OCC)[C@H](c2ccccc2)N1S(=O)(=O)c1ccc(C)cc1
    i	0.6
> CC(=O)Oc1cc2c(c3ccccc13)CCC2=O
    i	0.6
> C#CCOCCOCCOCCNc1nc(N2CCN(C(=O)Cn3cc(CCCCN)nn3)CC2)nc(N2CCN(C(=O)[C@H](CCCCN)n3cc(CCCC)nn3)CC2)n1
    i	4.2
> COc1cccc(NC(=S)NC(=O)Cc2ccccc2)c1
    i	1.0
> COc1ccc(C)cc1NC(=O)CCCN1C(=O)CN(C)C1=O
    i	1.2
> CN(C)c1cccc(-c2csc(N3CCC(C(N)=O)CC3)n2)c1
    i	1.9
> CSc1ncnc2c1ncn2CCCN1CCN(C(=O)C2CC2)CC1
    i	1.2
> O=C(CC1OC(=O)c2ccccc21)Nc1cc(S(=O)(=O)N2CCOCC2)ccc1OCC(F)(F)F (configuration not stated)
    i	0.8
> CN(C)c1ccc(C=NN2C(=O)CSC2=S)c(Cl)c1
    +	2.8*
> CCOc1ccc(NC(=O)CN(C)C(=O)C2CCN(C(=O)Nc3ccccc3)CC2)cc1OCC
    i	0.5
> Cc1cc(F)ccc1S(=O)(=O)Nc1ccccc1C(=O)N1CCCC1
    i	0.8
> Cc1ccc(OCC(=O)NC2CCCC(C)C2C)c([N+](=O)[O-])n1 (configuration not stated)
    i	0.5
> Cc1ccc(S(=O)(=O)CC(=O)Nc2sc(C)c(C)c2C(N)=O)cc1
    i	0.2
> CC(=NNC1=NCCN1)c1cn(C2=NCCN2)nc1C
    i	0.6
> COc1ncnc2c1ncn2CCCN1CCN(Cc2ccc(C)cc2)CC1
    i	0.2
> COc1cc(-n2c(=O)c3ccccc3n(Cc3cccnc3)c2=O)cc(OC)c1OC
    i	0.4
> CC1C(=O)N2CCCc3cc(NC(=O)C(=O)NCc4ccccn4)cc1c32 (configuration not stated)
    i	0.8
> O=C(NC1CCC(O)CC1)c1cc(Cl)c2c(c1)OCCO2 (configuration not stated)
    i	1.4
> O=C(COC(=O)Cc1ccccc1F)NC(=O)NC1CCCC1
    i	0.0
> c1ccc(C[C@H]2CN=C(Nc3ccccc3)N2CC2CCCC2)cc1
    i	1.1
> NS(=O)(=O)c1ccc(NC(=O)CCC(=O)O)cc1
    i	2.4
> Cc1cc(C(=O)N2CCC2(C)C(=O)Nc2cccc3ccccc23)nn1C (configuration not stated)
    i	0.9
> CC(=O)N1CCN(C(=O)c2cccc(S(=O)(=O)N3CCOCC3)c2)CC1
    i	0.6

Six compounds already listed, sorted by their value in Myeloid diff MLP GFP+ MAC1+ %, largest number first:
structure	Myeloid diff MLP GFP+ MAC1+ %
NS(=O)(=O)c1ccc(NC(=O)CCC(=O)O)cc1	2.4
c1ccc(C[C@H]2CN=C(Nc3ccccc3)N2CC2CCCC2)cc1	1.1
Cc1cc(C(=O)N2CCC2(C)C(=O)Nc2cccc3ccccc23)nn1C (configuration not stated)	0.9
CC1C(=O)N2CCCc3cc(NC(=O)C(=O)NCc4ccccn4)cc1c32 (configuration not stated)	0.8
Cc1ccc(OCC(=O)NC2CCCC(C)C2C)c([N+](=O)[O-])n1 (configuration not stated)	0.5
O=C(COC(=O)Cc1ccccc1F)NC(=O)NC1CCCC1	0.0

More structures follow:
Screens in order: Myeloid diff MLP	Myeloid diff MLP GFP+ MAC1+ %
> CC[C@@]1(C(=O)OC)N[C@H](CN(C)C(=O)C2CCCCC2)[C@@H]2C(=O)N(Cc3ccccc3)C(=O)[C@@H]21
    i	2.2
> O=C(NCc1ccccc1)c1ccccc1
    i	3.6
> O=C(c1ccccc1)N(CCCn1ccnc1)C(c1ccccc1)c1nc2ccccc2[nH]1 (configuration not stated)
    i	0.4
> Cc1occc1C(=O)Nc1ccccc1NC(=O)c1ccoc1C
    i	1.0
> CC1(C(=O)Nc2cnc3ccccc3c2)CCN1Cc1ccc(-c2ccccc2)o1 (configuration not stated)
    i	1.1
> NCCCn1c(C(=O)c2cc(Cl)c(N)c(Cl)c2)c2ccccc2[n+]1[O-]
    i	0.3
> O=C(O)c1ccccc1-c1cc2ccccc2[nH]1
    i	1.4
> O=C(COC(=O)C1CCCC1)Nc1ncc(Cl)cc1Cl
    i	0.5
> CC(=O)c1ccc(OC2(C)CCN(Cc3ccc(C)cc3)C2)cc1 (configuration not stated)
    i	2.6
> CC1(C(=O)Nc2ccc3c(c2)OCCO3)CCC(=O)N1CC(F)(F)F (configuration not stated)
    i	1.0
> C#Cc1ccc([C@@H]2C=C(C(=O)NC3CC3)O[C@H](OCc3ccc(CO)cc3)C2)cc1
    i	1.3
> COc1ccc(-c2sc3cc(OC)c(OC)cc3c2C#CC2(O)CCCCC2)cc1
    i	0.6
> COc1ccccc1CN(C)C(=O)c1ccc(S(=O)(=O)NCc2ccco2)cc1
    i	0.3
> O=C1C(=C(I)I)c2ccccc2-c2ccccc21
    ?	.
> COc1ccc(-n2c(=O)c(CCC(=O)N3CCC(C)CC3)nc3ccccc32)cc1
    i	1.1
> COc1ccccc1N1CCN(C(=O)CSc2nnnn2C2CC2)CC1
    i	0.4
> N#Cc1ccc(C(=O)OCC(=O)Nc2cccc(S(=O)(=O)N3CCCCC3)c2)cc1
    i	0.2
> CCCc1cc(=O)[nH]c2nnc(SCC(=O)N3CC(C)OC(C)C3)n12 (configuration not stated)
    i	0.5
> COc1cc(C2CC(=O)Oc3cc(OC)c(OC)c(OC)c32)cc(OC)c1OC (configuration not stated)
    i	0.4
> Cc1ccc(C(=O)N2CCC(Cc3ccccc3)CC2)cc1S(=O)(=O)N1CCOCC1
    i	0.6
> O=C(COc1ccc(-n2cnnn2)cc1)Nc1ccc(F)cc1
    i	0.7
> CCC(c1nc2ccccc2[nH]1)N(C(=O)Cc1cc(OC)cc(OC)c1)c1ccc(N2CCOCC2)cc1 (configuration not stated)
    i	1.1
> COc1cccc(NC(=O)CN(C)C(=O)CCNC(=O)c2ccc(Br)cc2)c1
    i	1.0
> CN(C)CCNc1ncnc2c1ncn2[C@H]1CN(Cc2ccco2)C[C@@H](CO)O1
    i	1.1
> C=CCC[C@H](Cc1ccc(F)cc1)C(=O)OC[C@H](Cc1c[nH]c2ccccc12)NC(=O)[C@@H](CC=C)CC(=O)N[C@H](CO)Cc1ccccc1
    i	1.5
> COc1cc(C(=O)OCC(=O)Nc2ccc(N3CCOCC3)cc2)ccc1OCC(C)C
    i	1.0
> Cc1ccc(NC(=O)NC2CC(=O)N(c3ccc4c(c3)OCCO4)C2)cc1F (configuration not stated)
    i	0.4
> COc1cc(CCCN2C(=O)C(=O)NC[C@@H]2CC2CCCCC2)cc(OC)c1OC
    i	2.3
> CC(O)(c1ccccc1)c1nc(-c2ccncc2)cs1 (configuration not stated)
    i	1.3
> CSCCC(NC(=O)c1ccco1)C(=O)N1CC(C)OC(C)C1 (configuration not stated)
    i	0.7
> O=S(=O)(c1ccc2c(c1)C(O)c1ccccc1CC2)C(F)(F)F (configuration not stated)
    i	1.2
> COc1ccc(CN2C(=O)CCC2(C)c2nnnn2Cc2ccccc2)cc1OC (configuration not stated)
    i	0.8
> COc1cc(CCN(C(C)=O)C2C(=O)Nc3ccccc3N=C2c2ccc3c(c2)OCO3)cc(OC)c1 (configuration not stated)
    i	0.9
> COc1ccc(N2CCN(C(=O)COC(=O)CCOc3ccccc3C)CC2)cc1
    i	0.8
> Oc1c(Cl)cc(Cl)c(Cl)c1CN1CCOCC1
    i	1.4
> O=C(COC(=O)c1ccc(Cl)nc1)NCCNC(=O)COC(=O)c1ccc(Cl)nc1
    i	1.2
> CC1CCN(S(=O)(=O)c2ccc(C(=O)Nc3ccccn3)cc2)CC1
    i	0.7
> CC(=O)c1ccccn1
    i	0.5
> Cc1ccc(C(=O)c2ccccc2C(=O)Nc2ccccc2)cc1
    i	1.7
> CN(Cc1cc(Cl)cc(Cl)c1)[C@H]1C[C@H]2c3[nH]c4ccccc4c3CCN2C(=O)[C@H]1CO
    i	1.3
> O=C(NC1CCCC1)c1cccc2c1C(=O)c1ccc(Cl)cc1S2(=O)=O
    i	1.1
> COc1cccc(-c2cnc(C(O)c3ccccc3OC)[nH]2)c1 (configuration not stated)
    i	0.2
> C/C(NCCc1ccccc1)=C1/CCOC1=O
    i	0.3
> CCN(CC)C(=O)C1=C(C)N(CCCOC)C(=O)C(CC(=O)NC(c2ccccc2)c2ccccc2)C1 (configuration not stated)
    i	0.8
> CN[C@H]1C[C@H]2c3cc(Oc4ccccc4C)ccc3CCN2C(=O)[C@H]1[C@H](C)O
    i	0.2
> CC1=C(C(=O)N(C(C)C)C(C)C)CC(CC(=O)NC2CC2)C(=O)N1Cc1ccccc1 (configuration not stated)
    i	1.3
> COc1ccc(C(=O)OCC(=O)N2CCc3ccccc3C2)cc1OC
    i	0.5
> CC(C)CCN1C(=O)c2ccccc2C1c1nnnn1Cc1ccccc1 (configuration not stated)
    i	1.1
> C=C(C)CN1C(=O)C2(OCCO2)c2cc(Br)ccc21
    i	0.2
> CCCCCCNC(=O)O[C@@]12CN(S(=O)(=O)c3ccc(C)cc3)C[C@]1(O)Cn1c(=O)n(CCCCCC)c(=O)n1C2
    i	2.5
> S=C(Nc1ccccc1)N1CCN(c2ccccc2)CC1
    i	0.8
> CCOc1ncccc1C(=O)Nc1cccc(S(=O)(=O)N2CCCCC2)c1
    i	0.9
> CC(C)C[C@@H](CNCC(=O)[C@H](C)NC(=O)c1[nH]cnc1C(=O)N[C@@H](C)CN)NC(=O)c1nc[nH]c1C(=O)N[C@@H](Cc1ccccc1)C(=O)O
    i	0.1
> CC1=C(C(=O)N(C(C)C)C(C)C)CC(CC(=O)NCCN2CCOCC2)C(=O)N1Cc1ccc(C(C)(C)C)cc1 (configuration not stated)
    i	1.6
> COc1cccc(C(=O)OCC(=O)NC2CCCc3ccccc32)c1O (configuration not stated)
    i	0.5
> CCCNC(=O)C(Cc1ccccc1)NC(=O)Cc1ccccc1 (configuration not stated)
    i	1.7
> Cc1csc(NC(=O)C2CC(=O)N(c3ccc4c(c3)OCCO4)C2)n1 (configuration not stated)
    i	0.3
> COCCNC(=O)C1(C)CCCN(Cc2ccc(-n3ccnc3)cc2)C1 (configuration not stated)
    i	0.3
> COc1ccc(C)cc1NC(=O)C1CC1c1ccccc1 (configuration not stated)
    i	0.4
> O=C(Nc1ccn(CCCN2CCN(c3ccccc3)CC2)c(=O)n1)OCc1ccccc1
    i	0.5

Later entries:
Screens in order: Myeloid diff MLP	Myeloid diff MLP GFP+ MAC1+ %
> COC(=O)[C@@]12C[C@@H](CC(=O)NCc3ccc(OC)c(OC)c3)C(=O)N(CCc3ccc(OC)c(OC)c3)C1=CCC(C)(C)C2
    i	2.1
> CCN(CC)C(=O)C1=C(C)N(CCC2=CCCCC2)C(=O)C(CC(=O)NCCCN(C)C)C1 (configuration not stated)
    i	1.5
> O=S1(=O)C=C[C@@H](CO)N1Cc1ccc(Br)cc1
    i	1.3
> COc1cc(C)ccc1S(=O)(=O)NC(=O)C1(C)CCN1C(=O)C1(c2ccc(Cl)cc2)CCC1 (configuration not stated)
    i	1.5
> COc1ccccc1Cc1c(C(C)(C)C)nc2cc(C)c(Br)c(C)n12
    i	0.5
> C=CCN=C1S/C(=C\N(C)C)C(=O)N1S(=O)(=O)c1ccc(C)cc1
    i	0.5
> CC1(C(=O)NS(=O)(=O)c2ccc(Cl)cc2)CCN1C(=O)Cc1ccc(Cl)cc1Cl (configuration not stated)
    i	0.3
> CCOC(=O)C1=CCN(S(=O)(=O)c2ccc(C)cc2)C1c1ccc(C)cc1 (configuration not stated)
    i	0.9
> C[C@@H]1COC(=O)[C@H](CC(=O)OC(C)(C)C)C/C=C\C[C@@H](CC(=O)N[C@H](CO)Cc2ccccc2)C(=O)N1
    i	1.8
> Cc1ccc(OCC(=O)NNC(=O)c2ccc(F)c(S(=O)(=O)N3CCOCC3)c2)cc1C
    i	1.5
> C/C(=N/NC(=O)c1nnn(-c2nonc2N)c1CSc1ccc(Cl)cc1)c1ccncc1
    i	1.1
> NC(=O)N(N)c1nc(N2CCCC2)nc(N2CCCC2)n1
    i	0.0
> Nn1c(SCC(=O)Nc2ccccc2)nnc(Cc2ccccc2)c1=O
    i	0.7
> CCOC(=O)C1=CCC(c2cccc(C)c2)N(S(=O)(=O)c2ccc(C)cc2)C1 (configuration not stated)
    i	1.7
> CCCCN(C(=O)c1ccc(C)c(S(=O)(=O)N2CCOCC2)c1)c1c(N)n(CC(C)C)c(=O)[nH]c1=O
    i	0.8
> CCOc1ccc(C(c2c(C)n(C)n(-c3ccccc3)c2=O)c2c(C)n(C)n(-c3ccccc3)c2=O)c(O)c1
    i	0.3

Record cards, from the list above. Screens in order: Myeloid diff MLP | Myeloid diff MLP GFP+ MAC1+ %
Record of C=CCN=C1S/C(=C\N(C)C)C(=O)N1S(=O)(=O)c1ccc(C)cc1 = i | 0.5
Record of CCN(CC)C(=O)C1=C(C)N(CCC2=CCCCC2)C(=O)C(CC(=O)NCCCN(C)C)C1 (configuration not stated) = i | 1.5
Record of NC(=O)N(N)c1nc(N2CCCC2)nc(N2CCCC2)n1 = i | 0.0
